Growth percent in the NCI-60 one-dose screen (48 h, 10 µM unless noted): 100 = growth as untreated, 0 = no growth, -100 = all killed.
786-0 – 786-0 renal cancer cells | actives 5.1% (n = 81,000)
UO-31 – UO-31 renal cancer; AID 1794768; actives 5.2% (n = 81,000)
U251 – U251 CNS tumor cells; actives 5.4% (n = 80,000)
SN12C – SN12C renal cancer cells | actives 3.8% (n = 81,000) | AID 1794767
ACHN – ACHN renal cancer; actives 4.9% (n = 81,000); AID 1794771
TK-10 – TK-10 renal cancer cells. actives 3.9% (n = 81,000). AID 1794769
RXF 393 – RXF 393 renal cancer cells. actives 6.9% (n = 77,000)
CAKI-1 – CAKI-1 renal cancer | actives 4.7% (n = 75,000)
A498 – A498 renal cancer cells | actives 5.4% (n = 76,000)
* = called active by the depositor; / = no result given; & = joins results of further samples. The calls were made as follows: active = growth percent below 10; inactive = the rest.

SMILES | 786-0 | UO-31 | U251 | SN12C | ACHN | TK-10 | RXF 393 | CAKI-1 | A498
CCOc1cc(/C=C/C(=O)CC(=O)/C=C/c2ccc(OC(=O)CNCCN(CC)CC)c(OCC)c2)ccc1OC(=O)CNCCN(CC)CC | -92* | / | -60* | -9.3* | -88* | 7.6* | -79* | -31* | -27*
CCC(C)OC(=S)S (stereo not drawn) | 107 | 84 | 96 | 100 | 112 | 83 | 106 | 102 | 71
O=c1nc(/C=C/c2ccc(Br)cc2)oc2ccccc12 | 84 | 53 | 92 | 97 | 88 | 84 | 109 | 87 | 110
CCC(C)C(O)CC (stereo not drawn) | 99 | 100 | 97 | 95 | 99 | 109 | 108 | 98 | 92
CC1CCCN(CC(O)CN2CCN(CC(O)CN3CCCC(C)C3)C(C)C2)C1 (stereo not drawn) | 109 | 91 | 102 | 92 | 96 | 99 | 102 | 86 | /
Cc1ccc(C)c(Oc2c(/C=N/NC(=O)Cn3c(=O)sc4ccccc43)c(C)nn2-c2ccccc2)c1 | 95 | 43 | 59 | 71 | 62 | 84 | 85 | 36 | 94
CCOC(=O)/C(C#N)=C(\C)c1ccccc1 | 101 | 89 | 107 | 97 | 105 | 107 | 109 | 94 | 109
O=C(Oc1c(Cl)c(Cl)c(Cl)c(Cl)c1Cl)c1ccc(Cl)cc1Cl | 99 | 78 | 81 | 95 | 101 | 128 | 95 | 82 | 91
CCOC(=O)c1nc(Nc2ccc(NC(=O)Nc3ccc(Cl)c(Cl)c3)cc2)c2ccccc2n1 | 92 | 89 | 101 | 95 | 99 | 105 | 102 | 96 | 96
Nc1ccc(NC(=O)c2ccc(N)cc2)cc1 | 102 | 79 | 106 | 101 | 106 | 94 | 121 | / | 124
O=C(O)c1nc2ccccc2[nH]1 | 101 | 92 | 103 | / | 100 | 91 | 112 | 95 | 105
COc1ccc(-c2nc(-c3ccccc3)c(-c3ccccc3)n2-c2ccc(S(=O)(=O)Nc3ncccn3)cc2)cc1OC | 65 | 52 | 72 | 76 | 83 | 92 | / | 77 | 55
CCCCCCC(C)NCCOC(=O)c1ccc(N)cc1 (stereo not drawn) | 96 | 83 | 104 | 103 | 107 | 102 | 105 | 103 | 93
CCOc1nn2c(CCC(=O)c3nc4ccccc4[nH]3)nnc2s1 | 90 | 51 | 98 | 91 | 87 | 117 | 109 | 99 | 85
O=c1[nH]c2cnn(-c3ccccc3)c2c(=O)n1O | 92 | 86 | 100 | 102 | 98 | 95 | 116 | 106 | 119
COc1ccc(C=C2C(=O)OC(C)(C)OC2=O)cc1 | 100 | 92 | 86 | 96 | 106 | 96 | 105 | 95 | 91
N#Cc1c(-c2ccccc2)[nH]c2ncc(-c3ccccc3)n2c1=O | 92 | 65 | 93 | 99 | 83 | 120 | 102 | 83 | 102
COc1ccc(NC(=O)CSc2nnc(-c3ccc4nc(-c5ccc(OC)c(OC)c5)[nH]c4c3)o2)cc1OC | 105 | 74 | 112 | 100 | 94 | 117 | / | 95 | 93
O=c1cc(-c2ccccc2)oc2ccc3ccccc3c12 | 105 | 67 | 89 | 92 | 80 | 137 | 92 | 72 | 108
Cc1c([N+](=O)[O-])cc(C(=O)O)cc1[N+](=O)[O-] | 102 | 90 | 101 | 105 | 125 | 100 | 106 | 90 | 89
CC(C)C(NC(=O)CN)C(=O)O (stereo not drawn) | 106&95 | 84 | 99&102 | 100&104 | 109&102 | 94&103 | 108&104 | 97&96 | 100&102
N/C(=N\C(N)=N\c1nc2ccccc2s1)c1ccnc(Cl)c1 | 41 | 56 | 34 | 58 | 48 | 76 | -6.3* | 22 | /
COC1=C(C)C(=O)N2[C@@H]1[C@H](c1ccccc1)OC21C=CC(=O)C=C1 | -49* | -43* | 26 | 0.4* | -29* | 21 | -69* | -60* | 93
COC(=O)CCC(=O)NCCc1c[nH]c2ccccc12 | 102 | 83 | 98 | 94 | 94 | 100 | 109 | 100 | 98
O=C1/C(=C/c2ccc(OCc3ccccc3)cc2)Oc2cc(O)ccc21 | 88 | 79 | 84 | 85 | 93 | 89 | 101 | 93 | 78

Some of the entries so far, with two lines to a compound.
Order of results: 786-0	UO-31	U251	SN12C	ACHN	TK-10	RXF 393	CAKI-1	A498
> CCOc1cc(/C=C/C(=O)CC(=O)/C=C/c2ccc(OC(=O)CNCCN(CC)CC)c(OCC)c2)ccc1OC(=O)CNCCN(CC)CC
→ -92*	/	-60*	-9.3*	-88*	7.6*	-79*	-31*	-27*
> CCC(C)OC(=S)S (stereo not drawn)
→ 107	84	96	100	112	83	106	102	71
> O=c1nc(/C=C/c2ccc(Br)cc2)oc2ccccc12
→ 84	53	92	97	88	84	109	87	110
> CCC(C)C(O)CC (stereo not drawn)
→ 99	100	97	95	99	109	108	98	92
> CC1CCCN(CC(O)CN2CCN(CC(O)CN3CCCC(C)C3)C(C)C2)C1 (stereo not drawn)
→ 109	91	102	92	96	99	102	86	/
> Cc1ccc(C)c(Oc2c(/C=N/NC(=O)Cn3c(=O)sc4ccccc43)c(C)nn2-c2ccccc2)c1
→ 95	43	59	71	62	84	85	36	94
> CCOC(=O)/C(C#N)=C(\C)c1ccccc1
→ 101	89	107	97	105	107	109	94	109
> O=C(Oc1c(Cl)c(Cl)c(Cl)c(Cl)c1Cl)c1ccc(Cl)cc1Cl
→ 99	78	81	95	101	128	95	82	91
> CCOC(=O)c1nc(Nc2ccc(NC(=O)Nc3ccc(Cl)c(Cl)c3)cc2)c2ccccc2n1
→ 92	89	101	95	99	105	102	96	96
> Nc1ccc(NC(=O)c2ccc(N)cc2)cc1
→ 102	79	106	101	106	94	121	/	124
> O=C(O)c1nc2ccccc2[nH]1
→ 101	92	103	/	100	91	112	95	105
> COc1ccc(-c2nc(-c3ccccc3)c(-c3ccccc3)n2-c2ccc(S(=O)(=O)Nc3ncccn3)cc2)cc1OC
→ 65	52	72	76	83	92	/	77	55
> CCCCCCC(C)NCCOC(=O)c1ccc(N)cc1 (stereo not drawn)
→ 96	83	104	103	107	102	105	103	93
> CCOc1nn2c(CCC(=O)c3nc4ccccc4[nH]3)nnc2s1
→ 90	51	98	91	87	117	109	99	85
> O=c1[nH]c2cnn(-c3ccccc3)c2c(=O)n1O
→ 92	86	100	102	98	95	116	106	119
> COc1ccc(C=C2C(=O)OC(C)(C)OC2=O)cc1
→ 100	92	86	96	106	96	105	95	91

The list goes on.
SMILES | 786-0 | UO-31 | U251 | SN12C | ACHN | TK-10 | RXF 393 | CAKI-1 | A498
CCOC(=O)C1CN(C)C(=O)C1=O (stereo not drawn) | / | / | 109 | 104 | 101 | 104 | 112 | 100 | 102
CC1CN(C2CCCCC2)C(=S)N(c2ccccc2)C1=O (stereo not drawn) | 92 | 98 | 105 | 111 | 110 | 116 | 123 | 98 | 95
CN1C(=O)CCC(N2C(=O)c3cccc(NCCOCCOCCNC(=O)c4cc5c(o4)C(=O)c4ccccc4C5=O)c3C2=O)C1=O (stereo not drawn) | 8.1* | -53* | -5.3* | -86* | 8.8* | 32 | -35* | -0.7* | /
Cc1nn(-c2ccccc2)cc1C1Nc2cc(Cl)ccc2-c2ccnn21 (stereo not drawn) | 89 | 70 | 86 | 92 | 89 | 107 | 93 | 76 | /
CC(=O)c1cnn(-c2ccccc2)c1C | 100 | 90 | 111 | 114 | 107 | 102 | 103 | 104 | 104
NC(CSC1(c2ccccc2)c2ccccc2-c2ccccc21)C(=O)O (stereo not drawn) | 108 | 73 | 99 | 96 | 94 | 97 | 107 | 91 | 120
c1ccc(Nc2nn3c(-c4cccs4)ccnc3c2-c2ccccc2)cc1 | 102 | 92 | 98 | 107 | 90 | / | 102 | 86 | 104
CSSc1ccccc1 | 100 | 92 | 122 | 106 | 111 | 111 | 100 | 99 | 89
O=C(CCSc1nnc2n(Cc3ccccc3)c(=O)c3c4c(sc3n12)CCCC4)N1CCN(c2ccccc2)CC1 | 102 | 94 | 106 | 95 | 93 | 101 | 108 | 93 | 106
O=C(O)c1ccc(-c2nn(-c3ccc(C(F)(F)F)cc3)cc2CNc2ccc(C(=O)O)c(C(F)(F)F)c2)cc1 | 101 | 92 | 100 | 102 | 105 | 103 | 109 | 96 | /
COc1ccc(C(=O)COc2ccc(/C=C3\COc4ccc(OC)cc4C3=O)cc2)cc1 | 91 | 86 | 84 | 100 | 100 | 105 | 22 | 99 | 100
O=C(O)c1ccc(C(=O)O)o1 | 100 | 83 | 96 | 110 | 101 | 105 | 113 | 98 | 96
COc1cc(-c2nc3ccc(F)cc3s2)ccc1NC(=O)/C=C/c1cc(OC)c(OC)c(OC)c1 | 98 | 85 | 88 | 94 | 86 | 86 | 99 | 91 | 122
CCOc1nc2cccc(C(=O)OC(C)OC(=O)OC3CCCCC3)c2n1Cc1ccc(-c2ccccc2-c2nn[nH]n2)cc1 (stereo not drawn) | 93 | 52 | 70 | 69 | 75 | 97 | 82 | 59 | 120
CCN(CC)CCNC(=O)c1ccc(NCN2C(=O)NC(c3ccccc3)(c3ccccc3)C2=O)cc1 | 115&101 | 67&87 | 102&95 | 105&107 | 104&107 | 114&115 | 118&106 | 88&91 | 205&81
O=C(O)CSc1c(Cl)c(=O)oc2ccc(Cl)cc12 | 107 | 82 | 106 | 93 | 106 | 65 | 114 | 93 | 92
C[C@]1(CO)O[C@@H](n2cc(F)c(N)nc2=O)[C@H](O)[C@@H]1OCc1ccccc1 | 104 | 89 | 106 | 99 | 101 | 103 | 118 | 98 | 108

Shown with tabs: entries from further up
SMILES	786-0	UO-31	U251	SN12C	ACHN	TK-10	RXF 393	CAKI-1	A498
O=c1nc(/C=C/c2ccc(Br)cc2)oc2ccccc12	84	53	92	97	88	84	109	87	110
CCC(C)C(O)CC (stereo not drawn)	99	100	97	95	99	109	108	98	92
